Screens deposited in PubChem BioAssay by several laboratories.
cardiac RTF act: increases calcium sensitivity of human cardiac regulated thin filaments; P19429+P45379; IANBD-labeled TnC RTF fluorescence at EC20 calcium; 0% EC20 calcium, 100% full calcium; activation, % at 7.2 µM; hit rate 0.24% among 340,000; AID 493008;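 active = activation above the mean over all tested compounds plus 3 SD, cut at about 30% in these data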;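 also: rise in fluorescence read as greater calcium sensitivity of cardiac thin filaments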
C-LANA FP: blocks KSHV LANA C-terminal domain binding to DNA; MBP-C-LANA/FAM-LBS DNA binding, fluorescence polarization; inhibition, % at 9 µM; hit rate 0.078% among 340,000;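 active = highest replicate inhibition at or above 60% at 9 µM, even if other replicates fall short; inactive = all replicates below 60% inhibition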;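 also: 0% = neutral control wells and 100% = 4 µM acridine orange control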
Keap1 Nrf2 FP: inhibitors of human Keap1-Nrf2 protein-protein interaction; Q14145; Keap1 Kelch-Nrf2 peptide fluorescence polarization, 1536-well; AID 504523; hit rate 0.15% among 340,000; inhibition, % at 9.4 µM; in the data active = inhibition above about 12%;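 also: human Keap1 Kelch domain with fluorescein labeled Nrf2 9mer peptide probe; 0% = neutral control wells and 100% = peptide positive control; higher means more block of Keap1 binding to Nrf2 peptide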
Target sequence (Q14145 whole entry, looked up, the tested form may be a part): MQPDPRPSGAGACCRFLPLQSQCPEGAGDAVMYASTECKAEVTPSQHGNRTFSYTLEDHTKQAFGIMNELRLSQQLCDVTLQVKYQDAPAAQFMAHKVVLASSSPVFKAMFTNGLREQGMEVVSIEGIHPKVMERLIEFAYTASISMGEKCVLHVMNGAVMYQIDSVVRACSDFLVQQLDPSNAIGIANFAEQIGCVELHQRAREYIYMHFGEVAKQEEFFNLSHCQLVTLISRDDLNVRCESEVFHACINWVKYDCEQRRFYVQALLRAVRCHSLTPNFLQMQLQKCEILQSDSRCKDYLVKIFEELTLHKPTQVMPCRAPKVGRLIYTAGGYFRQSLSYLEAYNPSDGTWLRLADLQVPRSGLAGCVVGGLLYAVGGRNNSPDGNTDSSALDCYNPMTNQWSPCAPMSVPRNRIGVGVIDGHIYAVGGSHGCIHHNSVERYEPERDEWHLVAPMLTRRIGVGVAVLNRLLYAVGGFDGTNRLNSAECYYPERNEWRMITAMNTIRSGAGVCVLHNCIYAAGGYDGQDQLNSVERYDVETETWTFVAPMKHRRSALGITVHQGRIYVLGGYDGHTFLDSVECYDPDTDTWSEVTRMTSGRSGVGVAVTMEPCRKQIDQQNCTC
HTR5A inv ag: counter-screen for OPRM1-OPRD1 inverse agonists: human HTR5A inverse agonism; P47898; HTR5A cell line, luminescence; inhibition, % at 9.3 µM; hit rate 0.083% among 340,000; in the data active = inhibition mostly above about 23%, no sharp cut-off; inactive = mostly below about 18%;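 also: 0% = cells with DMSO and 100% = no-cell wells with DMSO; some compounds called inactive have numbers as strong as hits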
Target sequence (P47898 whole entry, looked up): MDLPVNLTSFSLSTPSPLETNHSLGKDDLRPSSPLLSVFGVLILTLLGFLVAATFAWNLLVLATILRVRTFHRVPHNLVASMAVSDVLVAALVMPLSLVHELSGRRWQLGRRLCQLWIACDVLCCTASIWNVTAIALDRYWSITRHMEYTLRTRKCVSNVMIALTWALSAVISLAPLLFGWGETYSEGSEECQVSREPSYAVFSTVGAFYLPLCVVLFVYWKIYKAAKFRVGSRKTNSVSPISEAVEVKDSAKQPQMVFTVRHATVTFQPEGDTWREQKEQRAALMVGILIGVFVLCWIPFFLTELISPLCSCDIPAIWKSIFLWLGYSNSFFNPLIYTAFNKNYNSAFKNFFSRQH
Cardiac RTF inh: cardiac RTF calcium desensitization. inhibition, % at 7.15 µM. IANBD-labeled cardiac RTF, Ca2+ fluorescence. AID 493244. hit rate 0.12% among 340,000. P19429+P45379;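 active = inhibition above the mean inhibition of all tested compounds plus 3 SD, cut at about 17% in these data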;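 also: assay run at fixed EC70 calcium of 1.6 mM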
MOR-DOR inv ag: mu-delta opioid heterodimer inverse agonism; P35372+P41143; cell-based MOR-DOR heterodimer luminescence; AID 504357; hit rate 0.21% among 340,000; inhibition, % at 9.3 µM; in the data active = inhibition above about 22%, passing the limit was not always enough;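 also: 0% = cells with DMSO and 100% = wells without cells with DMSO; values of inactives mirror those of a sister screen read the other way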
V-ATPase pHluor: yeast V-ATPase proton transport regulation by pHLuorin. S. cerevisiae, pHLuorin cytosolic pH fluorescence. response, % at 10 µM. hit rate 0.37% among 350,000. AID 504577; in the data active = response mostly above about 7.3%, no sharp cut-off; inactive = mostly below about 5.4%; also: actives read high; inactives centre near 0; some compounds called inactive have numbers as strong as hits; reference of the scale not given here
CAL PDZ FP: CAL PDZ (human) peptide binding inhibition; hit rate 0.92% among 300,000; purified CAL PDZ, TMR-peptide fluorescence polarization, 1 h; AID 602252; inhibition, % at 24.9 µM;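 active = mean inhibition of at least 30% with at least half of replicates also reaching 30%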;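 also: 0% = DMSO neutral control and 100% = excess unlabeled competitor peptide PRC23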
HTR5A ag ctr: HTR5A agonism, opioid heterodimer counter-screen. HTR5A agonist assay, luminescence, cell-based. activation, % at 9.3 µM. hit rate 0.61% among 340,000. AID 504692; in the data active = activation mostly above about 9.5%, no sharp cut-off; inactive = mostly below about 7.6%;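 also: 0% = cells with vehicle only and 100% = reference agonist; strong numbers were not always called active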
MOR-DOR ag: OPRM1-OPRD1 heterodimerization agonism | P35372+P41143 | cells, luminescence | activation, % at 9.3 µM | hit rate 0.3% among 340,000; in the data active = activation above about 18%;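 also: 0% = vehicle-treated cells and 100% = reference agonist; values of inactives mirror those of a sister screen read the other way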
Starred values were filed as active, the others as inactive; x = no result given.

SMILES	cardiac RTF act	C-LANA FP	Keap1 Nrf2 FP	HTR5A inv ag	Cardiac RTF inh	MOR-DOR inv ag	V-ATPase pHluor	CAL PDZ FP	HTR5A ag ctr	MOR-DOR ag
COc1cc(/C=C/C(=O)c2ccc3c(c2)OCCO3)cc(OC)c1OC	-4	-1.4	-7	7	-9	2	1	-7	-2	-0.4
O=C(Nc1ccccc1C(=O)O)c1ccc(Cl)c(S(=O)(=O)N2CCOCC2)c1	3	-0.2	-1	-25	-9	-11	1	-2	2	1.9
Cc1cc(C)c[n+](-c2nc3ccccc3nc2[N-]S(=O)(=O)c2ccc(Br)s2)c1	12	6.4	4	-2	-26	-6	1	-3	1	0.8
CCCn1c(N)c(C(=O)CSc2nc3ncc(Cl)cc3[nH]2)c(=O)n(C)c1=O	1	0.9	-2	-19	3	4	-5	-6	-1	-1.0
Cc1ccc2nc3sc(C(=O)N4CCCc5ccccc54)c(N)c3cc2c1	11	2.7	-2	-1	-15	14	-5	3	0	-3.2
O=C(NNC(=S)NC1CC2C=CC1C2)c1cccnc1 (configuration not stated)	x	-2.8	-1	x	x	x	0	-4	x	x
CCOC(=O)c1sc(/N=C/c2c(O)ccc3ccccc23)cc1C	5	-0.3	1	10	11	1	0	4	0	-0.2
COc1cc(C(=O)Nc2ccc(C(=O)c3cccs3)cc2)cc(OC)c1OC	0	-2.7	-3	-21	-4	6	-3	-1	1	-1.1
CC(=O)c1ccc(S(=O)(=O)Nc2ccc(C(=O)NCC(c3cccs3)N3CCOCC3)cc2)cc1 (configuration not stated)	1	-2.0	-6	-27	-28	-17	1	-4	10	2.5
Cc1ccc(S(=O)(=O)N2CCN(C(=O)COC(=O)CNC(=O)c3ccc(Cl)cc3Cl)CC2)c(C)c1	-3	-0.1	9	-25	-3	4	-2	x	7	-0.7
CCOc1ccccc1N1CCN(C(=O)c2ccc3c(c2)OCO3)CC1	-1	2.3	-4	10	-4	13	1	1	6	-1.9
CCCCOc1ccc(CN=C(N)N)cc1Cl	0	2.1	3	1	-9	-6	-1	-6	3	1.2
COc1ccccc1/C=C/C=N/n1c(-c2ccccn2)n[nH]c1=S	1	0.2	1	2	1	12	-2	-4	-1	-2.4
N#CC(C#N)=c1ccc2c(c1)N1C(c3ccccc3)=CC(c3ccccc3)C3CCCCC31N=2 (configuration not stated)	-1	-1.9	2	22	-6	-10	5	-4	1	1.9
CCOc1ccc(NCc2cccn2-c2nnc(N3CCC(C(=O)NCCCN4CCCCC4C)CC3)s2)cc1 (configuration not stated)	2	-1.3	4	7	0	3	-3	-4	3	-0.6
O=C(COC(=O)/C=C/c1cccc([N+](=O)[O-])c1)NCCCN1CCCC1=O	3	1.7	-2	5	2	5	1	-3	5	-1.0
Clc1ccc(-c2cc(COc3ccc4ccccc4c3)no2)cc1	10	-1.3	0	-1	-3	-8	2	1	1	1.4
CN(C)S(=O)(=O)c1cc(NC(=O)CSc2cccc[n+]2[O-])ccc1Cl	-2	-0.3	2	-3	1	4	0	x	-1	-1.0
O=C(Nc1ccccc1Oc1ccccc1)c1cccs1	6	-0.5	-1	0	-16	-4	1	-10	0	0.8
COC(=O)c1cc(COc2ccc3c(c2)oc(=O)c2ccccc23)c(C)o1	-1	-0.1	-1	-14	7	11	-1	0	6	-2.2
COc1cc(/C=C2\C(=N)N3N=C(C)SC3=NC2=O)cc(OC)c1OCCOc1ccccc1C	-2	0.3	6	-20	0	7	-3	1	5	-1.3
Cc1[nH]nc2c1C(c1cn[nH]c1-c1ccc(F)cc1)C(C#N)=C(N)O2 (configuration not stated)	-2	-1.6	3	2	3	4	-2	x	2	-0.9
Cc1noc(/C=C/c2cccs2)c1S(=O)(=O)N1CCC(C(=O)NCCCN2CCC(C)CC2)CC1	-4	1.9	2	-20	0	16	-3	-3	1	-3.1
COc1cc(C=c2c3ccccc3n3c2cc(-c2ccccc2)[n+]3C)cc(OC)c1OC	2	0.4	-12	3	-11	-52	-1	-5	-1	11
CC(c1nnc(SCC(=O)Nc2cccnc2Cl)n1-c1ccccc1)N(C)C (configuration not stated)	7	-0.2	-5	1	-11	17	1	-1	2	-3.3
CSc1nc(C)c(Cc2ccccc2)c(=O)[nH]1	-4	3.5	3	-3	-12	17	0	17	1	-3.3
CCOc1ccc(N(CC(=O)NCc2ccc(C)cc2)S(=O)(=O)c2c(C)[nH]c(=O)[nH]c2=O)cc1	-1	0.4	2	5	-3	9	3	38*	0	-1.8
COc1cc(C(=O)NCCSc2ccc(Br)cc2)cc(OC)c1OC	3	1.6	-3	14	-7	4	2	1	-5	-0.8
CC(=O)Nc1oc(-c2cccc3ccccc23)nc1C#N	-4	1.8	5	-6	-9	5	-3	-2	2	-0.9
O=C(CNC(=S)N(Cc1ccccc1)Cc1cccnc1)NC1CCCCC1	-4	1.3	-6	-8	4	10	3	0	-3	-1.8
O=C(O)c1cccc(NS(=O)(=O)c2ccc(Cl)c(C(=O)Nc3cccc([N+](=O)[O-])c3)c2)c1	2	0.5	-1	-4	5	15	-3	-6	2	-3.0
CCn1ncc(C(=O)Nc2ccc(S(=O)(=O)N3CCCC3)cc2)c1C	11	1.4	-5	8	2	14	3	0	-3	-2.5
CCOC(=O)N1CCC(NC(=O)CN2C(=O)CCSc3ccccc32)CC1	-1	-1.1	2	-24	-3	14	-3	6	8	-2.8
CCOC(=O)C1CCN(C(=O)CNC(=O)c2nn(-c3ccc(OC)cc3)c(=O)c3ccccc23)CC1	-7	0.4	-2	-13	2	-9	5	1	4	1.1
CCOc1cc(C(=O)Nc2nnc(C)s2)cc(OCC)c1OCC	4	-0.7	-2	12	-6	8	-3	-9	0	-1.4
CC(C)CN(CC(C)C)c1nc(N)c(C#N)c(CC#N)c1C#N	-1	-2.2	-2	-22	-6	-5	3	-1	8	0.9
Cc1cccc2nc(CNc3ccc(F)cc3)cn12	6	-0.9	0	11	1	8	-2	5	0	-1.8
CCN(CC)C(=O)CSc1nnc(-c2ccco2)n1Cc1ccco1	2	0.1	-3	16	-5	10	x	x	0	-1.9
Cc1[nH]c2ccccc2c1C(=O)CSc1nnc(C2CC2)o1	-4	-0.2	2	11	-6	7	-2	x	-3	-1.3
O=C(NCc1ccc(F)cc1)c1noc2c1CCCC2	-4	-0.3	-4	-7	-7	5	0	-7	-3	-0.9
CCOc1ccc(-c2nc(C#N)c(N3CCN(Cc4ccccc4)CC3)o2)cc1	-2	-0.3	4	-6	-1	0	0	2	2	0.0
CNC(=O)CSc1nnc(-c2ccco2)n1-c1ccccc1OC	3	1.9	-5	-2	-8	-12	-7	-2	-1	2.2
COc1cc(/C=C2/C(=O)N(c3ccc(C(=O)O)cc3)N=C2C)cc(OC)c1O	9	-2.2	-50	8	-11	19	2	-3	-2	-4.2
COc1cc(-c2ccc(NC(=O)CN3CCC(C)CC3)c(OC)c2)ccc1NC(=O)CN1CCC(C)CC1	3	0.7	-4	9	-5	12	-128	0	-4	-2.3
C=CCSc1nn2c(=O)c3ccccc3nc2s1	3	-1.3	6	-15	-14	8	-5	-4	0	-1.4
Cn1nnnc1SCC(=O)c1c(N)n(C)c(=O)n(C)c1=O	4	-1.4	0	22	-7	1	-3	-4	-1	-0.3
O=C(O)c1ccccc1Nc1cccc(C(F)(F)F)c1	-4	1.1	3	7	-2	18	7	-4	-1	-3.3
COc1ccc(-c2cc3ncc(C(C)=O)c(C)n3n2)cc1	5	-0.7	0	12	-12	5	-1	3	-4	-1.1
NC(=S)NNc1c(F)c(F)c(F)c(F)c1F	5	1.7	0	-4	9	12	0	1	1	-2.4
O=C(Nc1ccc(NC(=O)c2ccccc2)nc1)c1ccncc1	4	1.4	-3	8	-2	4	0	-5	-3	-0.6
CCOC(=O)Cn1nnc(-c2cccc(OC)c2)n1	10	0.0	-1	12	-25	-7	-4	-2	4	1.2
CC(C)NC(=O)c1cc2c(C(F)(F)F)nn(C)c2s1	10	0.2	-9	-15	-8	-3	-5	-2	6	0.7
C/C(=N\NC(=S)NCc1ccccc1)c1ccc(Cl)cc1	1	-1.3	-3	-17	11	-8	1	-3	5	1.4
COc1ccc(C2=CC(=O)C[C@H](c3ccc(F)cc3)C2)c(F)c1F	3	-0.8	-2	-10	1	-16	0	-7	2	2.8
Cc1ccc(C)c(OCCC(=O)NCCc2ccc(Cl)cc2)c1	2	-1.8	0	7	-1	-5	-1	2	-1	0.9
COc1ccc(-c2csc3nc(C)nc(N4CCCCC4)c23)cc1OC	11	-0.6	-6	-17	-6	-25	2	3	4	5.1
O=C(CNC(=O)c1ccc(Br)cc1)NCCc1nc2ccccc2[nH]1	-3	-1.7	-1	-14	0	14	-1	x	-4	-2.6
CC1(C)Cc2ccccc2C(COc2ccccc2)=N1	5	-2.8	2	2	-2	1	0	2	-1	-0.1
CCN(C(=O)Cn1cc(C(C)=O)c2ccccc21)c1ccccc1	7	0.1	-5	3	-8	8	-3	-5	-1	-1.2
Cc1cccc(C)c1OCc1cn(CC(=O)c2ccc(O)cc2)nn1	-5	1.7	6	10	-6	28	-4	-2	-3	-6.0
Next section.
SMILES	cardiac RTF act	C-LANA FP	Keap1 Nrf2 FP	HTR5A inv ag	Cardiac RTF inh	MOR-DOR inv ag	V-ATPase pHluor	CAL PDZ FP	HTR5A ag ctr	MOR-DOR ag
COc1ccc(/C=N/N2CCN(C)CC2)cc1O	1	3.4	-2	9	-5	4	3	-2	-4	-0.9
CC(=O)Nc1sc2c(c1C#N)CCC(C)C2 (configuration not stated)	-3	2.8	3	-4	-2	11	0	-4	5	-2.1
COc1cc(C(=O)N2CCN(C/C=C/c3ccccc3)CC2)cc(OC)c1C	2	0.8	-7	-30	-22	-11	0	-5	2	1.8
Cc1cc(NC(=O)C(C)SCC(=O)Nc2cc(C(F)(F)F)ccc2N2CCOCC2)no1 (configuration not stated)	-7	0.2	3	4	-4	4	0	x	8	-0.7
N/C(=N\C(=S)Nc1ccccc1)c1ccccc1	-3	-1.0	-6	6	-3	15	1	-9	-2	-3.3
CC(NC(=O)c1cccc(S(=O)(=O)N2CCN(C)CC2)c1)c1ccc(Cl)cc1Cl (configuration not stated)	-2	-4.5	1	-1	-14	-1	-3	-2	0	0.2
OCCNc1nc2ccccc2[nH]1	6	-1.8	-2	-5	-13	2	-4	1	0	-0.3
COc1ccc(OC)c(C(=O)Cn2cnc3ccccc3c2=O)c1	-2	-0.4	0	0	2	-20	-1	-2	0	2.5

Compound profiles, as listed above.
O=C(NNC(=S)NC1CC2C=CC1C2)c1cccnc1 (configuration not stated) is listed with cardiac RTF act = x; C-LANA FP = -2.8; Keap1 Nrf2 FP = -1; HTR5A inv ag = x; Cardiac RTF inh = x; MOR-DOR inv ag = x; V-ATPase pHluor = 0; CAL PDZ FP = -4; HTR5A ag ctr = x; MOR-DOR ag = x
CCn1ncc(C(=O)Nc2ccc(S(=O)(=O)N3CCCC3)cc2)c1C is listed with cardiac RTF act = 11; C-LANA FP = 1.4; Keap1 Nrf2 FP = -5; HTR5A inv ag = 8; Cardiac RTF inh = 2; MOR-DOR inv ag = 14; V-ATPase pHluor = 3; CAL PDZ FP = 0; HTR5A ag ctr = -3; MOR-DOR ag = -2.5
